Diaph act CS = activates diaphorase or chemically reduces, flagging diaphorase assay artifacts | hit rate 0.005% among 190,000 | Diaphorase/resazurin coupled assay, resorufin fluorescence, 16 min; hits give high values; 1 = vehicle wells, 0 = NADH-free wells | AID 1229 | activation factor at 20 µM;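 active = diaphorase activity raised at least twofold by the compound at 20 µM; inactive = activation factor below 2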
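test system = bacterial diaphorase enzyme (C. kluyveri) | quantity = enzyme 0.07 U/mL final | reagent = NADH substrate 0.114 mM plus resazurin dye 0.1 mM, final | incubation = 16 min enzyme reaction, ambient temperature | buffer or medium = HEPES pH 7.4 buffer with MgCl2 and Tween 20 | signal = fluorescence of resorufin, 544 nm excitation, 590 nm emission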
Diaphorase inh = diaphorase inhibition or chemical oxidation counter-screen. hit rate 0.69% among 190,000. inhibition, % at 20 µM. diaphorase resazurin-to-resorufin fluorescence, NADH, 16 min; bacterial (C. kluyveri) enzyme, not human;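 active = primary screen inhibition at 20 µM above a set limit, cut at about 50% in these data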;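 note: plate controls were DMSO with full reaction for no effect and wells lacking NADH for full effect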
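Benchmarks: positive control wells lacking NADH, neutral wells with DMSO only. System: bacterial diaphorase enzyme (C. kluyveri). Input: 0.14 U/mL diaphorase, enzyme working solution. Detection: resorufin fluorescence, excitation 544 nm, emission 590 nm. Times: 16-min room-temperature incubation before reading.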
HMGR II inh = E. faecalis class II HMG-CoA reductase inhibition | purified E. faecalis HMGR, NADPH absorbance 340 nm kinetic | inhibition, % at 10 µM | hit rate 0.41% among 190,000 | AID 1066;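 active = inhibition above a set limit, the median over all tested compounds plus 3 SD, cut at about 9.5% in these data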;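 note: enzyme runs in reverse so mevalonate oxidation gives rising NADPH absorbance; 0% = complete reaction with DMSO and 100% = background rate lacking mevalonate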
TNAP inh hi DEA = TNAP (human) inhibition, high acceptor | P05186 | purified TNAP, CDP-star luminescence, 1 M DEA | inhibition, % at 20 µM | hit rate 0.03% among 200,000 | AID 1135;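 active = over 50% inhibition of tissue-nonspecific alkaline phosphatase at 20 µM in the single-dose screen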;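 note: plate controls were DMSO wells for no effect and EDTA-quenched wells as full inhibition for full effect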
Target sequence (P05186 whole entry, looked up): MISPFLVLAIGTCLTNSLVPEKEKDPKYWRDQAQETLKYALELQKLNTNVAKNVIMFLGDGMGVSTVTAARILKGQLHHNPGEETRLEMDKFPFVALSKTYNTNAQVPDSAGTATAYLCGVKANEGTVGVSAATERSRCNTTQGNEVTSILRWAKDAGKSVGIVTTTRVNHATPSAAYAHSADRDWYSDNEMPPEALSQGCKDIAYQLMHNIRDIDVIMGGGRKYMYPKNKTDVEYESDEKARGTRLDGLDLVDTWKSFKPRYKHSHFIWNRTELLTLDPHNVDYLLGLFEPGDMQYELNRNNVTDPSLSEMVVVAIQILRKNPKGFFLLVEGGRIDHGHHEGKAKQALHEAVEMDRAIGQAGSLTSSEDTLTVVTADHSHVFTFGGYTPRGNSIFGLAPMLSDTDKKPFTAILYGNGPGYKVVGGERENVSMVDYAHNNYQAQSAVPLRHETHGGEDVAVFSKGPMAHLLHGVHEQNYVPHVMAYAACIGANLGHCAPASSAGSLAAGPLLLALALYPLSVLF
TNAP inh noacc = TNAP (human) inhibition, acceptor-free conditions | P05186 | purified TNAP, CDP-star luminescence, 30 min | inhibition, % at 20 µM | hit rate 0.26% among 200,000 | AID 1012;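 active = tissue-nonspecific alkaline phosphatase inhibition above about 50% at 20 µM in the single-dose screen, limit read from the data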;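 note: 0% = DMSO negative control and 100% = EDTA positive control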
G6PDH CS = inhibits Leuconostoc G6PDH, flagging false hits in G6PDH-based assays; Purified L. mesenteroides G6PDH, diaphorase/resazurin coupled fluorescence, 45 min; inhibition, % at 5 µM; hit rate 0.12% among 200,000; AID 1020; in the data active = inhibition above about 50%
PMI act satM6P = increases human PMI activity with near-saturating mannose 6-phosphate. P34949. coupled PMI enzyme assay, resazurin fluorescence, 20 min; hits give high values; 1 = untreated enzyme, 0 = substrate-free blank. activation factor at 20 µM. hit rate 0.34% among 190,000. AID 1216;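 active = activation factor of 2 or more at 20 µM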
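assay system = human phosphomannose isomerase with PGI, G6PDH, diaphorase coupling enzymes | quantity = 15 ng/mL PMI | incubation = enzyme reaction with compound 20 min at room temperature | medium = HEPES pH 7.4 buffer with MgCl2 and Tween-20 | compound dosing = one concentration, 20 µM, in 1% DMSO | measured by = Diaphorase-driven resazurin-to-resorufin fluorescence, excitation 544, emission 590 nm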
FLuc act counter = firefly luciferase counter-screen for stimulation assays; ATPlite luciferase biochemical, luminescence, 10 min; 0 = ATP-free wells, 1 = DMSO control; activation factor at 10 µM; 200,000 tested, under 10 active;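 active = luciferase activation factor, scaled between plate controls, of at least 2 with compound at 10 µM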
Target sequence (P08659 whole entry, looked up): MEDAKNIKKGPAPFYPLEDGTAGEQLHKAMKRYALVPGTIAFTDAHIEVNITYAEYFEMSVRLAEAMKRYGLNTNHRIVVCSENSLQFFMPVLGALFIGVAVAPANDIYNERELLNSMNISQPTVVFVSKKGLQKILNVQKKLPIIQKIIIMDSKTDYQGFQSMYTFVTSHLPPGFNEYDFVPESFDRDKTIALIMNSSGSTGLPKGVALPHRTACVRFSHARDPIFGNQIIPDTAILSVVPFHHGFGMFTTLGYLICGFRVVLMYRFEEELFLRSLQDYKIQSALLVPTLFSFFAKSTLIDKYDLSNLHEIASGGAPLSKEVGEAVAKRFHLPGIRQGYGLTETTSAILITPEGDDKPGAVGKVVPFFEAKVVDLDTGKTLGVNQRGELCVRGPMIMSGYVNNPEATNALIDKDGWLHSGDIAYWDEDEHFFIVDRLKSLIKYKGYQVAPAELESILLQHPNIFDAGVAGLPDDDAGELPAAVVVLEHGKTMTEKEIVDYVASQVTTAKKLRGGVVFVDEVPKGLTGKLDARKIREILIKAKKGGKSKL
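Material: Luciferase/luciferin reagent mix; Doses: test compounds dosed from 2 mM stocks in 100% DMSO; Schedule: 10 min incubation after luciferase reagent addition, room temperature; Measured by: luminescence from luciferase reaction; Read-out: luminescence gain marking luciferase activators.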
PMI act = activators of human phosphomannose isomerase | P34949 | purified human PMI, coupled resazurin fluorescence, 20 min; hits give high values; 1 = vehicle control, 0 substrate-free wells | activation factor at 20 µM | hit rate 0.005% among 190,000;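 active = activation factor of 2 or more at 20 µM, relative to plate controls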
TNAP act hi DEA = increases human TNAP activity under high phosphate acceptor concentration | P05186 | purified TNAP, CDP-star luminescence, 1 M DEA, 30 min; hits give high values; 0 = EDTA background, 1 = DMSO-only activity | activation factor at 20 µM | 200,000 tested, under 10 active | AID 1136;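 active = activation factor at least 2 at 20 µM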
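Dosing: 20 µM single point. System: human TNAP. Amount: TNAP 1/800 final. Incubation: 30 min, room temperature. Read-out: TNAP activation factor scaled between EDTA and DMSO control wells. Signal: luminescence from CDP-star hydrolysis. Medium: 1 M DEA, pH 9.8, Mg2+, Zn2+. Control set: EDTA negative control, DMSO positive control.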
Active calls of the source: *; / = no result given.

SMILES	Diaph act CS	Diaphorase inh	HMGR II inh	TNAP inh hi DEA	TNAP inh noacc	G6PDH CS	PMI act satM6P	FLuc act counter	PMI act	TNAP act hi DEA
CC(CCc1ccccc1)NC(=O)c1cc2sccc2n1C (configuration not stated)	0.8	24.1	4.2	-6.9	-20.1	-21.1	0.9	1.1	0.8	1.1
C=C(C)c1cccc(C(C)(C)NC(=O)N2CCOCC2)c1	1	2.8	0.4	-4.5	-3.7	9.5	1	1.1	1	1
CC(C)(C)NC(=O)C12CC3CC(CC(Cl)(C3)C1)C2	0.9	10.5	2.8	-4.6	-5.9	0.8	1	1.1	0.9	1
O=c1oc2cc(OCc3ccc(F)cc3F)ccc2cc1-c1ccc2ccccc2n1	1	-0.1	-0.6	1.7	-7.7	5.3	1	1	1	1
O=C(COC(=O)c1c(Cl)ccc(Cl)c1Cl)NC(=O)NCc1ccccc1	1	-2.1	0.4	-4.4	-4.5	3.0	1	1.1	1.1	1
Nc1ccc(SCCN2C(=O)c3ccccc3C2=O)cc1	0.9	11.1	8.1	3.2	-4.9	-1.1	1	1	0.9	1
CCCSC1=N/C(=C\C=C\c2ccco2)C(=O)S1	0.5	51.4*	-2.9	2.4	12.0	7.5	1.4	0.9	1.4	1
N/C(=N\OC(=O)c1cc(Br)ccc1Cl)c1cccnc1	1	-2.5	0.9	-5.7	-18.0	-6.6	1.1	0.9	1	1.1
CCC(C)[C@H](NC(=O)NC1CC1)C(=O)O (some centres not stated)	0.9	13.5	0.6	-2.4	-9.9	6.5	1.1	1	1.1	1
Cc1ccc(CN2CCN(CC(=O)O)C2=O)cc1	0.9	11.8	0.3	-2.9	-12.3	10.2	1	1.1	1.1	1
C=C(C)CNC(=S)NNC(=O)CCn1c2ccccc2c2ccccc21	1	2.1	-3.1	0.4	-5.6	1.8	1	1	1	1
CC1=NN(c2ccccc2)C(=O)/C1=C/c1cc2cc(C)ccc2nc1N1CCCCC1	0.9	7.3	1.7	3.1	8.9	6.5	0.8	1.1	0.9	1
COc1ccc(C2(NC(C)=O)CCN(C(=O)c3cccs3)CC2)cc1	0.9	6.8	-2.6	-0.9	-7.6	-0.8	1.1	1	1	1
CCC(=O)c1c[nH]c(C(=O)NCCCN2CCOCC2)c1	0.9	13.7	-7.8	3.6	5.0	-13.9	0.8	1	0.9	1
Cc1cc(C)c2cc3c(N)c(C(=O)N4CCc5ccccc5C4)sc3nc2c1	0.9	13.1	-3.1	2.3	12.1	-29.8	0.9	1.1	0.9	1
CCOc1cccc(NC(=O)C2CC(=O)N(c3ccc(F)cc3)C2)c1 (configuration not stated)	0.9	10.2	5.0	-5.7	-11.9	9.1	1	1	1	1.1
COc1ccc(NC(=O)c2noc3c2CCCCC3)cc1	1	2.6	2.0	4.1	3.8	2.2	1	0.8	1	1
NCCCNC(=O)c1ccc(/C=N/O)nc1	1	-1.0	0.7	-4.4	-11.3	0.1	1.1	1.1	1	1
CCOC(=O)Cc1csc(NC(=O)CCNS(=O)(=O)c2ccc3c(c2)CCC(=O)N3)n1	0.9	13.6	-0.8	-7.4	-12.7	1.4	1	1.1	1	1.1
COc1cc(NC(=O)CN(C)Cc2cccc(F)c2)c(C)cc1[N+](=O)[O-]	0.9	5.2	-5.7	6.2	-1.4	-8.3	0.9	1	1	0.9
CCOc1cc(NC(=O)c2ccco2)c(OCC)cc1NC(=O)CCc1ccccc1OC	0.7	29.0	-2.1	-1.0	-6.5	-42.9	0.8	1.1	0.8	1
Cc1ccc(N(CCC#N)C(=O)CCl)cc1C	0.9	10.6	-1.6	1.9	-4.6	4.0	1	1	1	1
CCCN(CCC)c1nc2ccccc2nc1C(C#N)C(=O)OCCOC (configuration not stated)	0.9	13.6	-3.9	7.2	2.4	-14.2	0.9	1	0.9	0.9
O=S(=O)(Nc1ccc(Cc2ccncc2)cc1)c1ccc(Cl)s1	0.7	26.6	1.1	-3.9	-7.3	15.3	1.2	1	1.2	1
O=P(CO)(Cc1ccccc1)Cc1ccccc1	0.8	15.1	0.8	-3.3	-3.5	3.2	0.9	1.1	1	1

Retrieved one by one from the entries so far, two records:
SMILES	Diaph act CS	Diaphorase inh	HMGR II inh	TNAP inh hi DEA	TNAP inh noacc	G6PDH CS	PMI act satM6P	FLuc act counter	PMI act	TNAP act hi DEA
CCC(=O)c1c[nH]c(C(=O)NCCCN2CCOCC2)c1	0.9	13.7	-7.8	3.6	5.0	-13.9	0.8	1	0.9	1
Cc1cc(C)c2cc3c(N)c(C(=O)N4CCc5ccccc5C4)sc3nc2c1	0.9	13.1	-3.1	2.3	12.1	-29.8	0.9	1.1	0.9	1

Continuation:
SMILES	Diaph act CS	Diaphorase inh	HMGR II inh	TNAP inh hi DEA	TNAP inh noacc	G6PDH CS	PMI act satM6P	FLuc act counter	PMI act	TNAP act hi DEA
Cc1ccc(CNC(=O)CNS(=O)(=O)c2ccc3nc(C)sc3c2)cc1	1	-3.8	-6.2	0.6	-2.5	-2.9	1	1	1	1
O=C(N/N=C(/c1ccccc1)c1ccncc1)c1ccc2c(c1)OCO2	0.9	6.0	1.2	-4.8	-9.2	8.9	1	1	1	1
CCOc1ccccc1NC(=O)NCc1ccccc1	1.1	-6.9	-1.1	0.9	-5.5	3.3	1.1	0.8	1	1
O=C(CC(C(=O)O)c1ccccc1)Nc1cccc2ccccc12 (configuration not stated)	1	0.3	-2.0	-4.3	-4.1	9.6	0.9	1	1.1	1
CCN(CC)S(=O)(=O)c1ccc2[nH]c(=O)[nH]c2c1	0.8	15.0	2.9	-8.3	-4.2	1.9	0.9	1.1	1	1.1
Cc1ccc2c(CC(=O)OCc3cc(=O)n4c(n3)sc3ccccc34)coc2c1	0.8	18.3	0.5	0.8	-2.0	8.4	0.9	1	0.9	1
CCCc1ccc(Oc2coc3cc(OCC(=O)Nc4ccccc4C)ccc3c2=O)cc1	0.9	5.6	-4.3	0.3	-2.6	-21.6	1	1	0.9	1
Cn1c(=O)c2c(nc(SCC(=O)N3CCc4ccccc43)n2Cc2ccccc2)n(C)c1=O	0.7	25.2	/	-6.7	-8.7	-2.5	0.9	1.1	0.9	1.1
CSC1=N/C(=C\C=C\c2cccs2)C(=O)S1	0.8	20.5	1.0	-2.6	8.3	-33.9	1	0.8	0.9	1
Cc1ccc(OCC(=O)N2CCCCCC2)c(C)c1	0.9	14.9	-0.8	-6.0	-14.3	-2.0	1	1	0.9	1.1
O=S(=O)(c1ccc(Br)cc1)N1CCCN(Cc2cccc(F)c2)CC1	0.8	21.6	4.3	-7.6	-10.5	4.7	0.9	1.1	0.9	1.1
CCCCNC(=S)N1CCN(Cc2ccc3c(c2)OCO3)CC1	0.9	8.3	0.2	4.7	-0.7	-1.1	1	1	0.9	1
COc1ccc2oc(=O)c(C(=O)n3ccc(C)n3)cc2c1	0.9	8.7	2.6	-0.8	-6.5	6.8	1.1	1.1	1	1
CCOC(=O)c1ccc(NC(=S)Nc2cccc(C)n2)cc1	0.9	5.6	2.5	1.0	-9.6	8.9	1	1.1	0.8	1
Cc1ccc(CNC(=O)C2CCCCC2C(=O)O)cc1 (configuration not stated)	0.9	13.4	-10.9	-3.7	-7.9	-0.1	1	1	1	1
COc1ccc(-c2nc(=S)[nH][nH]2)cc1OC	0.8	20.1	3.3	-1.8	-20.1	8.9	0.7	1	0.3	1
O=c1[nH]c2c(c(=O)[nH]1)CCC2	1	-2.8	-5.5	1.0	-3.2	1.6	1.1	1	1.1	1
COC(=O)c1ccc(CN2CCC(CO)(Cc3cccc(OC)c3)CC2)cc1	/	/	-1.8	-4.2	-5.5	0.7	/	1.1	/	1
COC(=O)c1ccc(/C=C2\N=C(SC)SC2=O)cc1	1	-2.7	2.6	1.9	-8.1	-16.9	1	1	1	1
CCOc1ccc(CC(=O)Nc2c(C(=O)Nc3ccccc3)oc3ccccc23)cc1OCC	1	4.9	0.4	2.5	-6.6	-3.7	1	1	1	1
Cc1ccc(C(=O)NC2CCS(=O)(=O)C2)cc1S(=O)(=O)N1CCCCCC1 (configuration not stated)	0.9	12.5	-0.9	-4.3	-10.0	5.5	1	1	0.9	1
Cc1[nH]ccc(=O)c1OCc1ccc(Cl)cc1	0.8	18.4	-0.6	-2.6	-5.5	-11.4	0.9	1	0.9	1
COc1ccc(-c2cc(C(=O)Nc3ccccc3O)c3ccccc3n2)cc1OC	0.9	14.3	1.8	-5.8	-8.5	5.5	0.8	1	0.9	1.1
Cc1ncn(C23CC4CC(CC(C4)C2)C3)n1	1.1	-14.1	1.7	-3.9	-7.7	4.5	1.1	1	1.1	1
CCNC(=O)COC(=O)C1C(C(=O)OCC)=C(C)NC(C)=C1C(=O)OCC	0.9	14.2	-1.7	-1.8	-10.2	0.0	1	1.1	0.9	1
COCCn1c(C)cc(C(=O)COC(=O)c2ccc3ncsc3c2)c1C	0.8	18.9	-4.2	-3.7	-11.0	-2.8	0.9	0.7	0.9	1
O=C(Nc1ccccc1NC(=O)NC1CCCCC1)NC1CCCCC1	1	1.8	0.4	-6.4	-19.5	-1.7	1	1	0.9	1.1
CCOC(=O)C1=C(N)n2c(s/c(=C/c3ccco3)c2=O)=C(C(=O)OC)C1c1ccco1 (configuration not stated)	0.7	26.6	0.3	0.4	1.7	19.9	0.9	1	0.8	1
COc1cccc(C2=CC(c3ccc(N(C)C)cc3)n3ncnc3N2)c1 (configuration not stated)	0.8	18.6	-1.3	0.2	-0.9	3.7	1	1	1.2	1
CCOC(=O)C1C(=O)OC(C)(C)C1C(C)C(=O)c1ccc(C)cc1C (configuration not stated)	1	1.2	1.8	-4.3	-13.0	0.0	1.1	1.1	1	1
COc1ccc(CNC(=O)/C(C#N)=C2\N=C(NC(=O)c3cccs3)c3ccccc32)cc1	0.9	5.5	-9.5	14.5	12.1	-24.6	1	1.1	0.9	0.9
CNC(=O)c1ccsc1NC(=O)c1ccc(S(=O)(=O)N2CCCc3ccccc32)cc1	0.9	5.7	-5.4	-0.9	-6.1	15.5	1	1	0.9	1

Source: PubChem

Outcome played no part in choosing rows, and some 1.7% of all compounds hit somewhere here.
